Screening results: PubChem, several laboratories
Hck Nef HTS: inhibitors of human Hck kinase activated by Nef; 220,000 tested, 0.68% active; Recombinant Hck-YEEI plus Nef, Z-Lyte FRET kinase assay; inhibition, % at 20 µM; P08631;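 active = Hck-Nef kinase inhibition above about 50%, limit read from the data; inactive = inhibition below that limit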;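 also: 0% = DMSO with Hck plus Nef and 100% = Hck alone without Nef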
p97 inhibitor: human p97 ATPase inhibition. inhibition, % at 8 µM. 220,000 tested, 0.42% active. recombinant p97 ATPase, Kinase-Glo ATP luminescence, 3 h; in the data active = inhibition above about 15%;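 also: 0% = DMSO vehicle and 100% = wells lacking enzyme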
Runt-SMMHC FRET: blocks binding of human RUNX1 Runt domain to CBFb-SMMHC; Q01196+Q13951; inhibition, % at 20 µM; 220,000 tested, 0.74% active; AID 1434; Cerulean-Runt/Venus-CBFb-SMMHC FRET ratio 530/480, 1 h;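 active = mean inhibition across duplicate retests at 20 µM reaching about 50%, limit read from the data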;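 also: 0% = DMSO wells and 100% = wells with excess untagged CBFb-SMMHC; inhibitors lower the FRET ratio by blocking Runt binding to CBFb-SMMHC; some results filed as inactive read as strong as hits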
RBBP9 inh: inhibitors of human serine hydrolase RBBP9 | O75884 | recombinant RBBP9, FP-Rh probe fluorescence polarization | inhibition, % at 7.94 µM | 220,000 tested, 0.2% active | AID 1515;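 active = inhibition above the campaign mean of all tested compounds plus 3 SD, cut at about 14% in these data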;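 also: plate controls were DMSO wells with RBBP9 for no effect and wells lacking RBBP9 protein for full effect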
Target sequence (O75884 whole entry, looked up): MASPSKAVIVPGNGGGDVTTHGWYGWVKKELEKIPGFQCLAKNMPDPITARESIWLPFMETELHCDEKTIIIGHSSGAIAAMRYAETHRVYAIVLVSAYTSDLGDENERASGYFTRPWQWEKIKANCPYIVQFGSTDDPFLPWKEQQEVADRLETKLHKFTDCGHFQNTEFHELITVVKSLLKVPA
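Controls: DMSO-treated enzyme wells and wells lacking RBBP9 | Material: RBBP9 protein | Technique: Fluorescence polarization | Replication: Single well per compound, no replicates | Buffer or medium: Tris-NaCl-Pluronic buffer, pH 8.0 | Timing: 30 min compound preincubation, 45 min probe labeling, 25 °C | Read-out basis: Percent inhibition from mP, scaled between DMSO and no-protein wells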
NPY Y1 blocker: blocks the human neuropeptide Y Y1 receptor; P25929; HEK293-CNG Y1 cells, membrane potential fluorescence; NPY at EC95, then isoproterenol; inhibition, % at 3.6 µM; 200,000 tested, 1% active;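 active = inhibition above the campaign mean inhibition of all tested compounds plus 3 SD, cut at about 20% in these data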;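 also: 0% = DMSO wells given NPY plus isoproterenol and 100% = isoproterenol alone without NPY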
Target sequence (P25929 whole entry, looked up): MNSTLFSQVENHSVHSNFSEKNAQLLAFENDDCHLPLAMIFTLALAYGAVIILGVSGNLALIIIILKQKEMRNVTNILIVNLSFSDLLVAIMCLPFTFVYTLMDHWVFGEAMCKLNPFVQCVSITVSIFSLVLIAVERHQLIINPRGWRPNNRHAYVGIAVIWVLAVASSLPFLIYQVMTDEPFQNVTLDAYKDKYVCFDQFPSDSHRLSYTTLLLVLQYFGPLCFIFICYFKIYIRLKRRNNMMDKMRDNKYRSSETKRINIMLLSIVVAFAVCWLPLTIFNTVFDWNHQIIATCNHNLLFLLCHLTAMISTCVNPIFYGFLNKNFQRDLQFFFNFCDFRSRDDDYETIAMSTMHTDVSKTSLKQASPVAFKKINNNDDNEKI
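Test system: HEK293 cells co-expressing NPY Y1 receptor and cyclic-nucleotide gated channel; Also added: NPY (25 nM), isoproterenol (1 µM), Ro 20-1724 (25 µM); Compound dosing: one concentration, 3.6 µM, in 0.4% DMSO; Timing: dye 3 h, compound 60 min room temperature, stimulation 45 min; Technique: Membrane-potential fluorescent dye readout.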
NPY1 pot ag: potentiators or agonists of human neuropeptide Y receptor Y1 | P25929 | NPY-Y1 expressing cells, potentiator/agonist activation | activation, % at 3.6 µM | 220,000 tested, 0.37% active; in the data active = activation above about 33%, passing the limit was not always enough;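 also: cells stimulated with NPY at EC10 then isoproterenol at EC100; 0% = low agonist plus stimulus and 100% = saturating agonist plus stimulus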
NPY-Y2 PAM-ag: human NPY-Y2 potentiation or agonism, primary screen; 220,000 tested, 0.45% active; AID 1359; activation, % at 3.6 µM; cells expressing NPY-Y2, potentiator/agonist read-out; in the data active = activation above about 27%;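 also: cells stimulated with NPY near EC25 plus isoproterenol at EC100; 0% = vehicle plus submaximal agonist and 100% = vehicle plus saturating agonist; some results beyond the cut were filed as inactive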
Runt-CBFb FRET: Runt domain-CBFb interaction inhibition; Q01196+Q13951; Cerulean-Runt/Venus-CBFb FRET ratio 530/480, 1 h; inhibition, % at 20 µM; 220,000 tested, 0.46% active;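 active = inhibition over about 50% at 20 µM in the single-dose screen, limit read from the data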;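 also: 0% = DMSO wells and 100% = excess unlabeled CBFb competitor control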
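Measured by: fluorescence energy transfer, 422 nm excitation, 530/480 nm emission; test system: Cerulean-tagged RUNX1 Runt domain (FRET donor) fusion protein; buffer or medium: Tris pH 7.5 buffer with BSA; compound: one dose, 20 µM compound, 1% DMSO; times: two 1 h room-temperature incubations shielded from light; benchmarks: unlabeled CBFb 5 µM, positive control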
MDM2 E3 inh: blocks human Mdm2 ubiquitin ligase activity. cell-based MDM2 ubiquitination luciferase reporter, 2 h; 0 = plate control, 100 = twice control, blank-subtracted. signal enhancement, % at 5 µM. AID 1230. Q00987. 210,000 tested, 0.11% active;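 active = signal enhancement of 30% or more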;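 also: luminescence tracks abundance of the self-degrading MDM2-luciferase fusion protein; higher signal means inhibition of MDM2 E3 ligase activity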
Target sequence (Q00987 whole entry, looked up, the tested form may be a part): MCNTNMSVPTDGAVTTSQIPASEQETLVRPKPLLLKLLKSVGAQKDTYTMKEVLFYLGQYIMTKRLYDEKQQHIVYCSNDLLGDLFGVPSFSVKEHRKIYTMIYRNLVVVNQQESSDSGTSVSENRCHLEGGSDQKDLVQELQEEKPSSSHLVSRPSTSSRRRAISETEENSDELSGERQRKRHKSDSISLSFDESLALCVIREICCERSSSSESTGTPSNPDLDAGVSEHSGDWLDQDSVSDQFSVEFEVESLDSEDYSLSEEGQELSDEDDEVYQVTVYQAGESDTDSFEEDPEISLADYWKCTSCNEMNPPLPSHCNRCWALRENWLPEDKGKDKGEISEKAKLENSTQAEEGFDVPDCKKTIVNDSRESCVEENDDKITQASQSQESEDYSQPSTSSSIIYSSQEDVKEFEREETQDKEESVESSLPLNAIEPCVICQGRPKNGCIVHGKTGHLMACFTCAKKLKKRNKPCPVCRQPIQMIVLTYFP
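Buffer or medium: Cells held in DMEM | Assay system: Stable mammalian line carrying autodegrading MDM2–luciferase fusion reporter | Quantity: 2000 cells/well | Times: 4 h settle plus 2 h compound, 37 °C | Doses: One concentration, 5 µM, with 0.2% DMSO | Technique: Luminescence with SteadyLite reagent, 15 min at room temperature | Benchmarks: Plate controls and plate blanks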
The depositor's hits bear a star; . = no result given.

SMILES	Hck Nef HTS	p97 inhibitor	Runt-SMMHC FRET	RBBP9 inh	NPY Y1 blocker	NPY1 pot ag	NPY-Y2 PAM-ag	Runt-CBFb FRET	MDM2 E3 inh
O=C(Nc1nnc(-c2ccccc2)o1)c1ccc(Cl)cc1	-1	-3	5	-5	19	1	-7	2	-2
NC(=O)CCN1CCCCC1	19	2	-7	1	-1	17	6	3	2
CC/C(Cc1ccccc1)=N\NC(=O)c1cc([N+](=O)[O-])cc([N+](=O)[O-])c1	15	-9	2	-7	2	11	-17	-1	-92
COc1cccc(SCC2(O)CCN(C(=O)c3ccc(Cl)cc3)CC2)c1	1	-3	-2	-3	5	-12	-30	0	-13
COc1ccccc1C(=O)OCc1ccc2sc(C)nc2c1	11	-1	-1	3	11	0	-5	-2	.
c1ccc(Nc2nc(N3CCOCC3)c3ccccc3n2)cc1	7	1	1	-3	3	-18	-1	3	-15
COc1ccc2cc(Br)ccc2c1CC(=O)NC1CC(C)(C)NC(C)(C)C1	1	-5	-3	-8	-2	28	13	2	-7
Cc1ccc(NC(=O)c2ccccc2O)cc1	-7	8	2	-6	-10	20	19	1	8
COC(=O)c1ccc(NC(=O)c2ccco2)cc1	-6	2	3	-1	-1	0	5	-2	-22
CCC1Oc2ccccc2N(CC(=O)NCCC2=CCCCC2)C1=O (centres undefined)	3	-2	0	-2	5	-7	-6	-5	-3
CCn1nc(C)c(/C=N/NC(=O)CSc2ccccn2)c1C	28	7	2	4	.	24	-3	1	-3
CC1(C)CC(=O)C2=C(C1)Nc1nc(SCCN3CCOCC3)[nH]c(=O)c1C2c1cccs1 (centres undefined)	0	-1	-1	2	-1	14	-12	0	31*
CS(=O)(=O)c1ccc(Cl)c(NC(=O)COC(=O)c2c(Cl)cccc2Cl)c1	-21	0	3	-5	-2	-7	1	1	-5
CC(=O)Nc1ccc(S(=O)(=O)NC(=O)C23CC4CC(CC(C4)C2)C3)cc1	3	5	5	5	5	13	7	0	-16
COc1ccc(N2C(=O)CC(N3CCN(c4ccc(C(=O)c5cccnc5)cc4)CC3)C2=O)cc1 (centres undefined)	3	1	1	-4	-1	15	-9	0	-6
COc1ccc(Nc2nc(N3CCCC3)nc3ccccc23)c(OC)c1	9	1	3	-2	27*	-49	-24	2	7
O=C(C1CC1)N1CCC(C(O)(c2ccccc2)c2ccccc2)CC1	10	-3	-2	-4	-6	-5	-17	2	-14
CCCCOc1ccc(N=Nc2ccc(N)nc2N)cn1	18	-1	-10	0	.	8	31	-6	-13
CC(c1ccccc1)N(NC(=O)C(O)(c1ccccc1)c1ccccc1)C(=O)c1ccccc1 (centres undefined)	3	4	8	4	22*	3	3	-1	0
O=C(NCCCn1ccnc1)/C(=C\c1cccnc1)NC(=O)c1ccccc1F	19	-2	-1	-6	1	1	-4	-2	-14
COCc1cc(C)c(C#N)c(=S)[nH]1	-3	5	-1	0	3	4	-16	9	7
O=C1NC(=S)N/C1=C/c1cc([N+](=O)[O-])ccc1O	-8	9	-69	1	-3	23	11	-10	-11
COc1ccccc1-c1nnc2sc(-c3cc4ccccc4o3)nn12	-1	-3	-2	-5	8	-13	-3	-2	-13
COc1ccc(S(=O)(=O)Nc2ccc(S(=O)(=O)N(C)C)cc2)cc1[N+](=O)[O-]	-5	-5	-3	-11	1	-6	1	-1	-10
COc1cc(C2C(C#N)=C(N)Oc3n[nH]c(-c4ccncc4)c32)cc(OC)c1OC (centres undefined)	0	0	-2	-5	6	7	-2	0	-1
CNC(=S)N1N=C(c2ccc(C)cc2)CC1c1ccc(Cl)cc1 (centres undefined)	0	-5	-3	-14	15	-25	-10	1	-5
O=C(Nc1ccc(Cl)c([N+](=O)[O-])c1)c1ccncc1	1	1	1	-9	-2	-1	-3	0	-7
Cc1ccc(-c2nn(-c3ccccc3)cc2C2SCC(=O)N2Cc2ccccc2)o1 (centres undefined)	2	1	2	-6	0	2	9	11	-12
Cc1csc(Sc2nc3c(c(=O)[nH]c(=O)n3C)n2CCCc2ccccc2)n1	4	3	-53	0	-5	9	-1	-2	-12
CCOC(=O)c1cnn2c(N)c(C#N)cnc12	-7	2	-2	2	-3	6	6	1	-22
CCCn1nc2cc(C(=O)NC3CCCc4ccccc43)ccc2c1OCC (centres undefined)	-1	-2	-4	-2	3	3	-5	-3	-6
CCOC(=O)C1(Cc2ccc(Cl)cc2)CCN(C(=O)c2ccoc2)CC1	11	1	3	-4	7	-7	-6	-2	-6
COc1ccc(C)cc1NC(=O)c1ccc(NC(=O)CC2SC(N3CCCC3)=NC2=O)cc1 (centres undefined)	2	2	4	-6	-8	0	-6	1	-11
CCOC(=O)CSc1nc(C)c(CC)c(C)c1C(N)=O	-2	-1	3	-1	3	-7	11	-2	-1
O=C(O)c1ccc(CS(=O)(=O)Cc2ccccc2F)o1	7	7	-1	-8	-5	-33	3	0	-5
O=C(c1ccco1)N1CCN(C(=O)N2c3ccccc3Sc3ccccc32)CC1	4	-2	-4	0	20	-35	-27	-3	-3
Nc1c(C(=O)N/N=C/c2cccnc2)oc2nc(-c3ccccc3)cc(-c3ccco3)c12	-25	15*	-100	-1	.	12	-13	-63	-8
O=C(NC1CC1)C1CCC(=O)N1C1CCCC1 (centres undefined)	-2	-4	-5	-1	0	-4	1	1	-5
O=C1C2C3C=CC(C3)C2C(=O)N1c1n[nH]c(-c2cccnc2)n1 (centres undefined)	0	5	2	-7	-2	3	11	0	-1
CCOC(=O)N1CCC(NC(=O)c2cccnc2SC)CC1	-6	0	-4	-12	5	-6	5	-1	-6

Part of the list above, as comma-separated lines:
structure,Hck Nef HTS,p97 inhibitor,Runt-SMMHC FRET,RBBP9 inh,NPY Y1 blocker,NPY1 pot ag,NPY-Y2 PAM-ag,Runt-CBFb FRET,MDM2 E3 inh
COCc1cc(C)c(C#N)c(=S)[nH]1,-3,5,-1,0,3,4,-16,9,7
O=C1NC(=S)N/C1=C/c1cc([N+](=O)[O-])ccc1O,-8,9,-69,1,-3,23,11,-10,-11
COc1ccccc1-c1nnc2sc(-c3cc4ccccc4o3)nn12,-1,-3,-2,-5,8,-13,-3,-2,-13
COc1ccc(S(=O)(=O)Nc2ccc(S(=O)(=O)N(C)C)cc2)cc1[N+](=O)[O-],-5,-5,-3,-11,1,-6,1,-1,-10
COc1cc(C2C(C#N)=C(N)Oc3n[nH]c(-c4ccncc4)c32)cc(OC)c1OC (centres undefined),0,0,-2,-5,6,7,-2,0,-1
CNC(=S)N1N=C(c2ccc(C)cc2)CC1c1ccc(Cl)cc1 (centres undefined),0,-5,-3,-14,15,-25,-10,1,-5
O=C(Nc1ccc(Cl)c([N+](=O)[O-])c1)c1ccncc1,1,1,1,-9,-2,-1,-3,0,-7
Cc1ccc(-c2nn(-c3ccccc3)cc2C2SCC(=O)N2Cc2ccccc2)o1 (centres undefined),2,1,2,-6,0,2,9,11,-12
Cc1csc(Sc2nc3c(c(=O)[nH]c(=O)n3C)n2CCCc2ccccc2)n1,4,3,-53,0,-5,9,-1,-2,-12
CCOC(=O)c1cnn2c(N)c(C#N)cnc12,-7,2,-2,2,-3,6,6,1,-22
CCCn1nc2cc(C(=O)NC3CCCc4ccccc43)ccc2c1OCC (centres undefined),-1,-2,-4,-2,3,3,-5,-3,-6
CCOC(=O)C1(Cc2ccc(Cl)cc2)CCN(C(=O)c2ccoc2)CC1,11,1,3,-4,7,-7,-6,-2,-6
COc1ccc(C)cc1NC(=O)c1ccc(NC(=O)CC2SC(N3CCCC3)=NC2=O)cc1 (centres undefined),2,2,4,-6,-8,0,-6,1,-11
CCOC(=O)CSc1nc(C)c(CC)c(C)c1C(N)=O,-2,-1,3,-1,3,-7,11,-2,-1

Continued.
SMILES	Hck Nef HTS	p97 inhibitor	Runt-SMMHC FRET	RBBP9 inh	NPY Y1 blocker	NPY1 pot ag	NPY-Y2 PAM-ag	Runt-CBFb FRET	MDM2 E3 inh
CCOc1ccc(N(CC(=O)NCCCOC)S(C)(=O)=O)cc1	-1	-2	3	-2	0	-6	-4	-1	-13
Oc1c(N=NC(=S)Nc2ccccc2F)c2ccccc2n1Cc1ccc(Cl)cc1	-4	4	-7	0	3	-8	-1	-1	4
O=C(CSC1=NCCS1)Nc1nc2c(s1)CCCC2	0	-9	8	-10	-3	-4	7	7	-3
CCCN(CCC)CC(=O)N1CC(=O)Nc2ccccc21	10	-3	-2	-3	.	13	-3	-1	2
CCOc1c(OC)ccc2c3c(c(=O)oc12)CCCC3	1	3	1	-11	8	-23	4	2	1
COc1cc(/C=N/NC(=O)c2sc(N)c(C#N)c2C)ccc1O	8	3	1	7	-6	14	10	2	-4
O=C(c1ccc(Cl)nc1)N1CCN(C/C=C/c2ccccc2)CC1	-3	1	2	-9	12	25	2	0	1
Cc1cccc(NC(=S)NCCN(C2CCCCC2)C2CCCC2)c1	17	-4	2	-4	21*	-14	-22	1	-13
Cc1cc(C(=O)Nc2cccnc2)on1	-2	5	2	-6	0	1	12	-3	-17
O=C(N/C(=C\c1cccnc1)C(=O)N1CCOCC1)c1cccc(Br)c1	-2	3	2	4	-1	18	10	2	-13
CN(Cc1ccccc1Cl)C(=O)c1cnccc1C(F)(F)F	3	-3	2	-9	.	1	10	0	-1
CC(=O)N(Cc1ccccc1C)c1cccc(C)c1C	7	-1	-1	-7	3	5	9	0	1
Cc1[nH]n(C(N)=S)c(=O)c1N=Nc1ccc2ccccc2c1	30	3	-7	-3	3	20	11	-8	-3
CCCc1cc(=O)n2[nH]c(NCc3ccc(Cl)cc3Cl)nc2n1	3	12	0	-10	2	-1	8	-3	-9
N#CC(c1ccccc1)C1CCN(Cc2ccccc2)CC1 (centres undefined)	1	0	7	-1	3	12	-7	-1	10
NCCS(=O)(=O)NC1CCCCC1	20	5	1	-1	8	16	1	0	5
CN1CCN(CC#CC2(O)CCCCC2)CC1	0	10	-5	-1	-4	-20	-5	-2	10
